RAD52 anneal inh = RAD52 (human) annealing inhibition; recombinant RAD52 DNA annealing, FRET fluorescence; inhibition, % at 18.7 µM; 360,000 tested, 0.46% active;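 active = every replicate showing at least 50% inhibition; inconclusive = mean inhibition at least 50% but not in every replicate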
Target sequence (P43351 whole entry, looked up): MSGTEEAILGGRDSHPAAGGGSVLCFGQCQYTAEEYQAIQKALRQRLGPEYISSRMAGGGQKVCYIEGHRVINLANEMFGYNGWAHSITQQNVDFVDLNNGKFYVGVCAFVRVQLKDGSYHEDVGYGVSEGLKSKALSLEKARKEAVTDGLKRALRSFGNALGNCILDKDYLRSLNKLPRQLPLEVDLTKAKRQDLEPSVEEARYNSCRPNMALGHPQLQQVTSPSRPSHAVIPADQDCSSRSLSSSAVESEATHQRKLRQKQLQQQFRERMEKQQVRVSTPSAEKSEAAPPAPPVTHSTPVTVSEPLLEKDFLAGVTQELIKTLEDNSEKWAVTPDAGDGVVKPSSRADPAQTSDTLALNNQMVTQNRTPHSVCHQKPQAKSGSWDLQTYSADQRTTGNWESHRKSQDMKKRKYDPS
RAD54 branch = RAD54 (human) branch migration inhibition | Q92698 | RAD54 Holliday junction branch migration, FAM/BHQ fluorescence | inhibition, % at 10.4 µM | 360,000 tested, 0.14% active | AID 602329;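 active = mean normalized replicate activity at least 40 and at least half of replicates scoring 40 or more; inconclusive = only one of the two criteria met; inactive = mean below 40 and under half of replicates reaching 40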;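 note: 0% = median of neutral control wells and 100% = median of positive control wells; inhibitors cause a drop in the FAM fluorescence signal; in these data hits start at about 50%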
ERp5 inh = blocks human ERp5 reductase activity on insulin; Q15084; ERp5 insulin aggregation, absorbance 650 nm, 90 min; inhibition, % at 9.99 µM; 350,000 tested, 0.05% active; AID 651711;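 active = mean replicate inhibition above about 25%, with every replicate also reaching it, limit read from the data, passing the limit was not always enough; inconclusive = only one of those two criteria met; inactive = neither criterion met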
Target sequence (Q15084 whole entry, looked up): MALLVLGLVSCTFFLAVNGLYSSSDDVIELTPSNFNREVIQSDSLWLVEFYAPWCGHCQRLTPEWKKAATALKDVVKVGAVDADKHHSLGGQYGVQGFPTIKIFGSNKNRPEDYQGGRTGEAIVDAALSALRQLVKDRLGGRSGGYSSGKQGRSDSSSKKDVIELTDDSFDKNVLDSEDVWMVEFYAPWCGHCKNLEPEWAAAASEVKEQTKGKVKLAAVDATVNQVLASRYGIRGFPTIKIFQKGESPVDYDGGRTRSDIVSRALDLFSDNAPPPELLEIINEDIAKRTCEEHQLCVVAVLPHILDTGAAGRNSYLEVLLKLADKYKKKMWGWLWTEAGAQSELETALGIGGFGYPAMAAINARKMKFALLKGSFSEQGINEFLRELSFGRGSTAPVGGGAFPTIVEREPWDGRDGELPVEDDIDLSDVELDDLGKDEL
ERAP1 inh = inhibitors of human ERAP1 aminopeptidase; Q9NZ08; recombinant ERAP1, Leu-AMC fluorescence, 60 min; inhibition, % at 10.7 µM; 340,000 tested, 0.15% active; AID 652197;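 active = mean replicate inhibition of at least 30%, or all replicates individually reaching that 30% level; inactive = mean below 30% and not every replicate reaching it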;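 note: 0% = neutral control wells and 100% = L-leucinethiol positive control wells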
XiGFP reactiv = activators of X-chromosome reactivation in mouse fibroblasts; XiGFP mouse fibroblasts, % GFP-positive cells imaging, 3 d; cells co-treated with 5-aza-dC sensitizer; scaled so ellipticine positive control = 100%; activation, % at 7.58 µM; 360,000 tested, 0.055% active; AID 743238;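 active = mean normalized replicate activation at least 10% and every replicate at or above 10%; inconclusive = only one of the two criteria met; inactive = mean below 10% and not all replicates reach 10%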;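 note: 0% = median of on-plate neutral control wells and 100% = ellipticine 6 µM median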
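Schedule: 3 d treatment, 15 min room-temperature fixation; system: 68-5-11 XiGFP fibroblast line; buffer or medium: DMEM plus 5-aza-dC sensitizer; control set: ellipticine 6 µM positive control; compound: one concentration, pinned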
E-selectin induc = induces E-selectin expression in human endothelial cells; HUVEC E-selectin immunofluorescence imaging; normalized: neutral wells 0, TNF-alpha wells 100; 260,000 tested, 0.37% active; activation, % at 7.58 µM;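 active = mean E-selectin-positive cell signal at least 10% of the positive control, reached in at least 60% of replicates, without over 20% cell loss; inconclusive = no rule given, readout overlaps actives, possibly toxicity-flagged; inactive = the rest, including those meeting only one limit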;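 note: in these data hits start at about 27%; measured in HUVEC primary endothelial cells; signal is the percent of cells scored E-selectin positive by PE staining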
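Assay system: HUVEC, human umbilical vein endothelial cells / Amount: 3,000 HUVEC/well / Controls: TNF-alpha positive control, DMSO neutral control / Compound dosing: single concentration / Medium: EGM-2 over gelatin coat / Evaluation: percent E-selectin-positive cells / Signal: immunofluorescence imaging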
esBAF inh = SWI/SNF esBAF complex inhibition; 350,000 tested, 2% active; mouse ES cells, Bmi1-luciferase knock-in reporter, 24 h; 100% = twice the neutral-well signal; reporter increase, % at 12.5 µM; AID 602393; in the data active = activation above about 40%; inconclusive = no clear call, values can overlap the other calls;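 note: 0% = median of the plate's neutral control wells and 100% = double that signal; a rise in the Bmi1 reporter signal indicates esBAF inhibition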
S100A4 inh HTS = S100A4-myosin IIA interaction inhibition; 360,000 tested, 0.14% active; AID 652163; inhibition, % at 10.7 µM; S100A4/TAMRA-MyoIIA peptide fluorescence polarization;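 active = mean inhibition of at least 70% across replicates, with every replicate also reaching that level; inconclusive = mean inhibition reaches 70% but some replicates fall short; inactive = mean inhibition below 70%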
Target sequence (P26447 whole entry, looked up): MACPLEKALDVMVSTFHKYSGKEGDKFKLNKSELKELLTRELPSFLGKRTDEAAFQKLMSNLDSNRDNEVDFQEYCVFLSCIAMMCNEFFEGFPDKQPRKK
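Material: S100A4 monomer protein | Medium: HEPES pH 7.2 with CaCl2, KCl, NaCl, DTT, Triton | Reagent: Labelled myosin peptide probe, 5 nM | Doses: One dose per compound | Times: 5 min incubation before reading | Benchmarks: Neutral control DMSO, positive control TFP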
* marks the source's active call; other numbers are inactive results; ? = inconclusive; . = no result given. An unsorted share of the library; any-hit rate near 2.5%.

SMILES | RAD52 anneal inh | RAD54 branch | ERp5 inh | ERAP1 inh | XiGFP reactiv | E-selectin induc | esBAF inh | S100A4 inh HTS
CCC(C)(C)c1nnc(NC(=O)c2cccc([N+](=O)[O-])c2)s1 | 0.9 | . | 1.6 | -1.3 | -0.1 | . | . | 9.4
Cn1nccc1C(=O)OCC(=O)Nc1cccc(Cl)c1 | -8.7 | -2.4 | -1.4 | 1.0 | -0.1 | 0.5 | -0.9 | 1.1
CCCCNc1cccc2c1S(=O)(=O)N[C@H](Cc1ccccc1)CO2 | -4.7 | . | 0.5 | 5.9 | 0.0 | 1.1 | . | -1.8
Cc1noc(C)c1S(=O)(=O)Nc1ccc2c(c1)C(=O)N([C@H](C)CO)C[C@@H](C)[C@@H](CN(C)Cc1ccc(Cl)c(Cl)c1)OCCCC[C@H](C)O2 | -12.0 | -3.5 | -2.8 | 0.1 | 0.0 | -0.4 | 11.1 | -14.5
C/C=C/c1ccc([C@H]2[C@@H](CO)N[C@@H]2CN(C(=O)c2ccccc2F)C(C)C)cc1 | -45.8 | 1.7 | -2.0 | . | 0.5 | -0.3 | -2.3 | -6.4
C[C@@H]1CN([C@H](C)CO)C(=O)c2cc(NC(=O)CCCN(C)C)ccc2O[C@H]1CN(C)S(=O)(=O)c1ccc(Cl)cc1 | -3.8 | 3.2 | -0.2 | -0.1 | -0.8 | 2.5 | -1.8 | 1.5
CCCc1cn(CC[C@@H]2CC[C@H](NC(=O)Cc3cccnc3)[C@@H](CO)O2)nn1 | -8.7 | -1.6 | -5.1 | 2.0 | -0.1 | 0.4 | -0.4 | 6.2
Cc1ccc(OCC(=O)NNC(=O)Nc2ccc(Cl)cc2)c(Br)c1 | -28.5 | . | -5.6 | . | 0.2 | 0.1 | . | -1.5
COc1ccccc1C(=O)NC(=O)COC(=O)c1ccc(Cl)cc1[N+](=O)[O-] | 0.9 | -3.2 | -1.3 | 0.9 | 0.2 | 0.2 | -0.7 | -1.7
Cc1ccc(NC(=O)c2cncc(Br)c2)nc1 | -13.3 | 4.6 | 5.1 | 2.1 | 0.2 | . | 36.9 | 17.8
O=C(Nc1ccccc1)c1cccnc1Nc1ccccc1 | -1.3 | -5.9 | -2.5 | -0.7 | . | . | 5.7 | 0.8
COc1ccc(C(=O)NCCSCc2ccc(Cl)cc2)cc1OC | -9.6 | -7.9 | -6.5 | -0.3 | 0.0 | 9.5 | -2.5 | -8.7
COc1cccc(-c2cc(CNC(=O)[C@@H](Cc3ccccc3)NC(=O)[C@H]3O[C@@H](n4cnc(C(N)=O)n4)[C@H](O)[C@@H]3O)no2)c1 | -6.9 | . | 5.1 | 2.9 | 0.1 | -0.1 | . | -3.7
CCOc1ccc(C(=O)NCC2CCN(CC3CCCCC3)CC2)cc1 | -6.3 | 8.6 | -1.3 | 1.9 | 0.0 | 1.6 | -5.8 | -5.6
C[C@@H]1CN([C@H](C)CO)C(=O)c2cc(-c3ccc(C#N)cc3)cnc2O[C@@H]1CN(C)C(=O)CC1CC1 | 0.0 | 3.6 | -1.3 | -3.3 | 0.0 | 0.0 | -0.3 | 6.8
CCOc1ccc(/C=C(\C#N)C(=O)NCC2CCCO2)cc1OCC (configuration not stated) | -15.2 | -2.2 | -0.9 | 19.1 | 0.0 | . | . | 5.5
C[C@H](CO)N1C[C@H](C)[C@@H](CN(C)S(=O)(=O)c2cccs2)Oc2ccc(NC(=O)Nc3ccc4c(c3)OCO4)cc2CC1=O | . | 0.2 | . | . | 0.0 | -1.5 | -0.9 | .
Cn1nnc(NC(=O)c2cccs2)n1 | -16.8 | 3.3 | 4.9 | -6.3 | 0.1 | 2.4 | 0.3 | -1.5
CCOC(=O)C1CCN(C(=O)COc2ccc(C(=O)c3ccccc3)cc2)CC1 | -5.3 | 10.8 | 7.1 | -3.0 | 0.0 | -0.2 | -7.1 | -0.4
Cc1ccc(CNC(=O)CC(NC(=O)c2ccccc2)c2ccccc2)cc1 (configuration not stated) | -12.0 | 3.6 | -6.7 | -8.1 | 0.6 | -1.0 | -3.6 | -1.0
CC1CC(C)CN(C(=O)Cn2nnc(-c3ccc(Br)cc3)n2)C1 (configuration not stated) | -5.0 | -2.4 | 2.2 | 3.3 | 0.0 | 0.0 | 0.4 | 41.0
O=S(=O)(Nc1cccc(-n2cnnn2)c1)c1ccccc1C(F)(F)F | -10.5 | 1.1 | 3.0 | 4.5 | 0.2 | . | 1.5 | -2.5
COc1ccc2oc(C(=O)OCC(=O)N3CCN(C(C)=O)CC3)c(C)c2c1 | 3.2 | 3.9 | -2.5 | -1.6 | 0.0 | -0.1 | . | -2.2
C[C@@H]1CN([C@H](C)CO)C(=O)c2cc(C#CC3CCCCC3)cnc2O[C@@H]1CN(C)S(C)(=O)=O | 2.6 | 0.1 | 8.4 | 1.1 | -1.2 | -0.2 | -0.8 | -22.8
O=C(CN1CCC(NC(=O)Nc2ccccc2)CC1)Nc1ccc([N+](=O)[O-])cc1 | -14.1 | -12.4 | 1.5 | -4.7 | 0.3 | -0.1 | -1.5 | -6.3
C[C@@H](NC(=O)C[C@H]1C[C@@H]2c3cc(NS(C)(=O)=O)ccc3O[C@@H]2[C@H](CO)O1)c1ccccc1 | -0.5 | -9.2 | 5.4 | 1.9 | 0.0 | 0.0 | -5.2 | -0.1
CCN1CCN(c2ccc(S(=O)(=O)N3CCOCC3)cc2NC(=O)COc2ccc(F)cc2Cl)CC1 | -21.0 | -2.9 | -0.9 | 1.8 | 0.0 | -0.4 | -8.6 | -2.7
CCOC(=O)c1c(C)nn(-c2ccc(NC(=O)CSCC(=O)O)cc2)c1C | -13.3 | . | 2.1 | 1.0 | 0.0 | -0.3 | . | -0.3
CC(C)[C@H](Nc1ccc(C(F)(F)F)cc1[N+](=O)[O-])C(=O)O | 3.5 | -6.7 | 4.7 | 0.8 | 0.0 | 4.1 | 3.5 | 1.1
CCOc1ccc(NS(=O)(=O)c2ccc3[nH]c(=O)oc3c2)cc1 | -10.2 | 17.3 | -0.1 | 0.9 | 0.0 | 2.8 | -3.5 | -9.7
N[C@@H](Cc1cnc[nH]1)C(=O)Nc1ccc2ccccc2c1 | -43.2 | -12.1 | 3.1 | -3.4 | 0.6 | -0.1 | 9.5 | -3.5
COc1ccc(N2CCOCC2)c(NC(=O)c2ccco2)c1 | -8.8 | -4.9 | -1.8 | -1.9 | 0.1 | 0.0 | -11.3 | -4.0
Cc1cc(C(=O)COC(=O)c2cccc(NS(C)(=O)=O)c2)c(C)n1CC1CCCO1 (configuration not stated) | -20.1 | -3.9 | -4.5 | 1.7 | 0.1 | 2.0 | -21.2 | -3.6
Cc1ccc(S(N)(=O)=O)cc1 | -6.9 | -3.4 | -1.8 | 0.2 | . | . | -8.9 | -11.7
C[C@@H]1CN([C@@H](C)CO)C(=O)CCCn2cc(nn2)CO[C@@H]1CN(C)C(=O)Nc1ccc(-c2cccs2)cc1 | 5.4 | -4.6 | 0.3 | -3.1 | 0.5 | -0.1 | 14.6 | 2.1
O=C(Nc1ccnn1C1CCN(C(=O)c2ccc(Cl)c(F)c2)CC1)C1CCOC1 (configuration not stated) | -10.9 | 2.0 | 0.9 | -1.1 | 0.1 | 0.7 | -5.0 | -3.2
C[C@H](CO)N1C[C@H](C)[C@H](CN(C)S(=O)(=O)c2cccc(F)c2)Oc2ncc(/C=C/c3ccccc3)cc2C1=O | 1.0 | -5.2 | 1.9 | 1.4 | -1.1 | 0.6 | 16.8 | 17.7
COc1ccc(S(=O)(=O)N(C)C[C@H]2Oc3c(NC(=O)Nc4ccc(C(F)(F)F)cc4)cccc3C(=O)N([C@@H](C)CO)C[C@H]2C)cc1 | -8.0 | -0.1 | -2.7 | 0.7 | -1.0 | . | 13.7 | -32.6
COc1ccccc1C(=O)OCCCN=C1NS(=O)(=O)c2ccccc21 | -12.7 | . | -2.0 | 4.0 | 0.0 | 0.1 | . | -4.0
Cc1ccc(CN(C)C(=O)C2CCN(C(=O)Nc3ccccc3)CC2)o1 | -8.2 | 0.6 | -2.0 | -8.6 | 0.1 | 0.2 | 13.4 | -2.1
COc1cccc(N2CCN(C(=O)CCS(=O)(=O)c3ccc4c(c3)oc(=O)n4C)CC2)c1 | -12.1 | 0.0 | 6.7 | 0.0 | 0.0 | . | 2.2 | -3.5
Cc1cccc(C)c1NC(=O)CN(c1c(C)cccc1C)S(C)(=O)=O | -0.8 | . | 3.2 | 1.3 | 0.4 | ? | . | -0.4
O=C(C[C@@H]1C[C@H]2c3cc(NC(=O)CC4CC4)ccc3O[C@H]2[C@@H](CO)O1)NCc1cc(F)ccc1F | -5.5 | -10.5 | 12.0 | -2.2 | 0.4 | -0.2 | -1.3 | -33.4
CCN(CC(=O)NC(C)C)C(=O)[C@@H](NC(=O)c1ccco1)C(C)C | -4.6 | . | 1.0 | -1.4 | 1.0 | 0.0 | . | -1.4
Cc1noc(C)c1NC(=O)Nc1ccc2c(c1)C(=O)N([C@@H](C)CO)C[C@@H](C)[C@H](CN(C)C(=O)Nc1ccc3c(c1)OCO3)OCCCC[C@H](C)O2 | -1.2 | 15.2 | -1.4 | 0.0 | 0.2 | -0.3 | 3.4 | 1.2

2 entries from above, with values under each structure.
Screens in order – RAD52 anneal inh, RAD54 branch, ERp5 inh, ERAP1 inh, XiGFP reactiv, E-selectin induc, esBAF inh, S100A4 inh HTS
> Cc1ccc(CN(C)C(=O)C2CCN(C(=O)Nc3ccccc3)CC2)o1
  -8.2, 0.6, -2.0, -8.6, 0.1, 0.2, 13.4, -2.1
> COc1ccc(N2CCOCC2)c(NC(=O)c2ccco2)c1
  -8.8, -4.9, -1.8, -1.9, 0.1, 0.0, -11.3, -4.0

Next part.
SMILES | RAD52 anneal inh | RAD54 branch | ERp5 inh | ERAP1 inh | XiGFP reactiv | E-selectin induc | esBAF inh | S100A4 inh HTS
COc1cc(C(=O)Nc2ccc(NC(=O)C3CCCCC3)nc2)cc(OC)c1OC | -23.2 | 6.9 | 0.5 | 1.0 | 0.0 | . | -2.3 | -5.1
C[C@H](CO)N1C[C@H](C)[C@@H](CN(C)S(=O)(=O)c2ccccc2)Oc2c(NC(=O)CCCCCC(=O)Nc3ccccc3N)cccc2C1=O | 2.5 | . | 7.6 | 0.3 | -0.1 | 0.1 | . | 0.4
O=c1[nH]c2ccccc2cc1-c1nnn(-c2ccccc2)n1 | -22.4 | 13.0 | 9.5 | 0.0 | 0.1 | -0.1 | 5.0 | 3.0
O=C(COC(=O)c1ccc(-c2ccc([N+](=O)[O-])cc2)o1)NC(=O)NC12CC3CC(CC(C3)C1)C2 | -16.5 | . | -1.9 | -1.4 | -0.1 | 149.3* | . | -1.0
O=C(CNC(=O)c1ccc2ccccc2c1)NCc1ccccc1F | -24.4 | 6.4 | -8.4 | -4.3 | 0.3 | 0.3 | . | -9.9
CO[C@H](C(=O)N(C)C[C@@H]1OCc2ccccc2-c2ccccc2C(=O)N([C@@H](C)CO)C[C@H]1C)c1ccccc1 | 2.7 | 4.7 | 0.7 | 0.2 | -0.1 | 0.3 | 0.9 | 3.7
